Compound activity (PubChem)
H1N1 NS1A inhibition: NS1A inhibition, H1N1 influenza, cell based functional assay (AID 504329). NS1A functional cell-based assay, percent inhibition; higher % means a stronger effect. inhibition, % at 12.5 µM; hits with a dose series show IC50 in µM. 340,000 tested, 0.3% active; in the data active = a potency from the dose series; inconclusive = inhibition above about 27% without an active follow-up result; also: strong numbers were not always called active
inhibitors of VEEV: inhibitors of VEEV TC-83 cytopathic effect, confirmation, Vero cells (AID 588727); Vero cells, VEEV TC-83 cytopathic effect inhibition; higher % means a stronger effect; inhibition, % at 20 µM; hits with a dose series show IC50 in µM; 350,000 tested, 0.13% active; in the data active = a potency from the dose series; inconclusive = inhibition mostly from about 14% at the one dose, without a potency; inactive = the rest, 99 in 100 with inhibition below about 12%; also: strong numbers were not always called active
tuberculosis growth: growth inhibition of non-replicating M. tuberculosis (AID 488890). Mycobacterium tuberculosis non-replicating, growth inhibition; higher % means a stronger effect. inhibition, % at 25 µM; hits with a dose series show IC50 in µM. 320,000 tested, 0.39% active; in the data active = a potency from the dose series; inconclusive = inhibition mostly from about 82% at the one dose, without a potency; inactive = the rest, 99 in 100 with inhibition below about 76%;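 also: plate controls were DMSO cells for no effect and high antibiotic wells for full effect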
PhoP GFP inhibition: PhoP regulon inhibitors, Salmonella typhi PhoP promoter GFP reporter, confirmatory (AID 1850); 310,000 tested, 0.33% active; inhibition, % at 50 µM; hits with a dose series show IC50 in µM; Salmonella Typhi PhoP-promoter GFP reporter, fluorescence, 4 h; higher % means a stronger effect; in the data active = a potency from the dose series; inconclusive = inhibition mostly from about 25% at the one dose, without a potency; inactive = the rest, 99 in 100 with inhibition below about 19%;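 also: 0% = induced wells with vehicle and 100% = uninduced wells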
M. tuberculosis HTS: M. tuberculosis growth inhibition, HTS (AID 449762). M. tuberculosis H37Rv growth inhibition, 7H9 media; higher % means a stronger effect. inhibition, % at 25 µM; hits with a dose series show IC50 in µM. 330,000 tested, 0.59% active; in the data active = a potency from the dose series; inconclusive = inhibition above about 70% without an active follow-up result;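 also: bacterial growth assessed after seven days of incubation; strong numbers were not always called active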
inhibitors of VEEV 10K pilot screen: further read-out of inhibitors of VEEV, marked with its call; inhibition, %; measured here: 10K pilot screen inhibition
* = called active by the depositor.

What do the screens show for `CCC(=O)c1cn(Cc2ccc(C#N)cc2)c2ccccc12`?
H1N1 NS1A inhibition: -6%; inhibitors of VEEV: 0.2%; tuberculosis growth: 7%; PhoP GFP inhibition: 2%; M. tuberculosis HTS: -10%

Results for C=CCOC(=O)C1=C[C@H](C(C)(C)C)[C@@H](CCCO)[C@H](OCC)O1 ?
H1N1 NS1A inhibition: -15%; inhibitors of VEEV: 0.9%; tuberculosis growth: -7%; PhoP GFP inhibition: -4%; M. tuberculosis HTS: -1%

How did CC(=O)c1ccc(N2CCN(CC(=O)Nc3ccc4c(c3)OCCO4)CC2)cc1 do in these assays?
H1N1 NS1A inhibition: 20%; inhibitors of VEEV: 0.7%; tuberculosis growth: 0%; PhoP GFP inhibition: -5%; M. tuberculosis HTS: -1%

What do the screens show for `Cc1ccc(C)c(OCCC(=O)N(C)CC(=O)Nc2c(C)cccc2C)c1`?
H1N1 NS1A inhibition: 1%; inhibitors of VEEV: 1.2%; tuberculosis growth: 14%; M. tuberculosis HTS: -4%

How did COC(=O)C1Cc2c([nH]c3ccccc23)C(C(C)C)N1 (centres undefined) do in these assays?
H1N1 NS1A inhibition: -8%; inhibitors of VEEV: 1.0%; tuberculosis growth: -2%; PhoP GFP inhibition: -1%; M. tuberculosis HTS: -3%

How did Cc1ccc(-n2nc3c(=O)n(CCCC(=O)NCc4cccc(F)c4)nc(C)c3c2C)cc1 do in these assays?
H1N1 NS1A inhibition: 4%; inhibitors of VEEV: 2.1%; tuberculosis growth: 33%; PhoP GFP inhibition: 0%; M. tuberculosis HTS: -1%

How did CN(CCO)c1nc2c(c(=O)n(Cc3ccc(Cl)cc3)c(=O)n2C)n1C do in these assays?
H1N1 NS1A inhibition: 5%; inhibitors of VEEV: 0.7%; tuberculosis growth: -1%; PhoP GFP inhibition: 5%; M. tuberculosis HTS: -5%

Results for CCN1C(=O)[C@@H]2[C@@H](c3ccc(-c4ccc(C(C)=O)cc4)c(OC)c3)N3CCCC[C@@]3(C(=O)OC)[C@@H]2C1=O ?
H1N1 NS1A inhibition: -5%; inhibitors of VEEV: 7.5%; tuberculosis growth: 2%; PhoP GFP inhibition: 0%; M. tuberculosis HTS: -4%; inhibitors of VEEV 10K pilot screen: 1.3

How did CCSc1nnc(NC(=O)c2ccc(C)o2)s1 do in these assays?
H1N1 NS1A inhibition: 4%; inhibitors of VEEV: 4.0%; tuberculosis growth: 16%; PhoP GFP inhibition: -9%; M. tuberculosis HTS: 8%

How did CCOc1ncccc1C(=O)N=c1sccn1C do in these assays?
H1N1 NS1A inhibition: 6%; inhibitors of VEEV: inactive; tuberculosis growth: 2%; PhoP GFP inhibition: 7%; M. tuberculosis HTS: 0%

Results for CCc1ccccc1NC(=S)N1CCN(c2ccccn2)CC1 ?
H1N1 NS1A inhibition: -7%; inhibitors of VEEV: 0.2%; tuberculosis growth: -26%; PhoP GFP inhibition: -9%; M. tuberculosis HTS: 5%

What do the screens show for `CC1=NN(C(=O)c2ccc(Cn3nc(C)c([N+](=O)[O-])c3C)o2)C(O)(C(F)(F)F)C1` (centres undefined)?
H1N1 NS1A inhibition: 4%; inhibitors of VEEV: 1.4%; tuberculosis growth: 33%; PhoP GFP inhibition: -2%; M. tuberculosis HTS: 3%

What do the screens show for `O=C1NCCN(Cc2c(F)cccc2Cl)C1CC(=O)N1CCCCO1` (centres undefined)?
H1N1 NS1A inhibition: -11%; inhibitors of VEEV: inactive; tuberculosis growth: 5%; PhoP GFP inhibition: -4%; M. tuberculosis HTS: 1%

Results for O=C(CN1CCN(Cc2ccc3c(c2)OCO3)CC1)Nc1ccc(F)cc1 ?
H1N1 NS1A inhibition: -3%; inhibitors of VEEV: inactive; tuberculosis growth: 35%; PhoP GFP inhibition: 2%; M. tuberculosis HTS: 9%

Results for Nc1ccc(N2CCCCC2)c(S(=O)(=O)Nc2ccccc2Cl)c1 ?
H1N1 NS1A inhibition: 0%; inhibitors of VEEV: 0.6%; tuberculosis growth: 13%; PhoP GFP inhibition: -5%; M. tuberculosis HTS: -3%

What do the screens show for `Cc1ccc(OCCN2CCNCC2)c([N+](=O)[O-])c1`?
H1N1 NS1A inhibition: 5%; inhibitors of VEEV: 0.0%; tuberculosis growth: 11%; PhoP GFP inhibition: -3%; M. tuberculosis HTS: 5%

How did S=c1[nH]nc(C2CCCCC2)n1/N=C/c1ccccc1Br do in these assays?
H1N1 NS1A inhibition: -25%; inhibitors of VEEV: 1.6%; tuberculosis growth: 15%; PhoP GFP inhibition: -6%; M. tuberculosis HTS: -4%

What do the screens show for `CNC(=O)CSc1nnc(-c2cccs2)o1`?
H1N1 NS1A inhibition: -2%; inhibitors of VEEV: 3.1%; tuberculosis growth: 4%; PhoP GFP inhibition: -3%; M. tuberculosis HTS: -5%

What do the screens show for `CCOC(=O)c1c(NC(=O)CSc2nnc(C)c(=O)[nH]2)sc(C)c1C`?
tuberculosis growth: -4%; PhoP GFP inhibition: -8%; M. tuberculosis HTS: -10%

Results for CN(C)S(=O)(=O)c1ccc(NC(=O)CCCNC(=O)c2ccc(Cl)cc2)cc1 ?
H1N1 NS1A inhibition: -16%; inhibitors of VEEV: 0.9%; tuberculosis growth: 1%; PhoP GFP inhibition: 6%; M. tuberculosis HTS: 0%

What do the screens show for `COc1ccc(C(=O)NNC(=O)CN(C)S(=O)(=O)c2ccc(Cl)cc2)c(OC)c1OC`?
H1N1 NS1A inhibition: -8%; inhibitors of VEEV: 0.2%; tuberculosis growth: 1%; PhoP GFP inhibition: 7%; M. tuberculosis HTS: -12%

Results for Cc1ccc(C)n1-c1nccc(-c2cccs2)n1 ?
H1N1 NS1A inhibition: 4%; inhibitors of VEEV: 2.2%; tuberculosis growth: 9%; PhoP GFP inhibition: 4%; M. tuberculosis HTS: 2%

Results for COc1ccc(-n2ccnc2SCC(=O)Nc2ccccc2)cc1 ?
H1N1 NS1A inhibition: 5%; inhibitors of VEEV: 0.7%; tuberculosis growth: 6%; PhoP GFP inhibition: -4%; M. tuberculosis HTS: 3%

How did COc1ccc(N=c2ssnc2Cl)cc1 do in these assays?
H1N1 NS1A inhibition: 2%; inhibitors of VEEV: 4.8%; tuberculosis growth: 24%; PhoP GFP inhibition: -1%; M. tuberculosis HTS: 39µM*

What do the screens show for `O=C(COC(=O)CN1C(=O)C2CC=CCC2C1=O)Nc1cc(C(F)(F)F)ccc1N1CCOCC1` (centres undefined)?
H1N1 NS1A inhibition: 11%; inhibitors of VEEV: 1.1%; tuberculosis growth: 7%; PhoP GFP inhibition: -12%; M. tuberculosis HTS: 3%

How did COc1ccc(CNS(=O)(=O)c2ccc3c(c2)CC(C)N3C(=O)C2CC2)cc1 (centres undefined) do in these assays?
H1N1 NS1A inhibition: -5%; inhibitors of VEEV: inactive; tuberculosis growth: 3%; PhoP GFP inhibition: 3%; M. tuberculosis HTS: 3%

What do the screens show for `O=[N+]([O-])c1cc([N+](=O)[O-])c2cc(-c3cccnc3)[nH]c2c1`?
H1N1 NS1A inhibition: 0%; inhibitors of VEEV: inactive; tuberculosis growth: 34%; PhoP GFP inhibition: 0%; M. tuberculosis HTS: 2%

Results for C[C@H]1CCC[C@@]2(O[C@H](CCO)C[C@H](O)[C@H]2O)O1 ?
H1N1 NS1A inhibition: -12%; inhibitors of VEEV: inactive; tuberculosis growth: -14%; PhoP GFP inhibition: -21%; M. tuberculosis HTS: -3%

What do the screens show for `Cc1ccc2cc(CN(CC3CCCO3)S(=O)(=O)c3cccc4nsnc34)c(=O)[nH]c2c1` (centres undefined)?
H1N1 NS1A inhibition: 5%; inhibitors of VEEV: 2.7%; tuberculosis growth: 1%; PhoP GFP inhibition: -6%; M. tuberculosis HTS: -6%

What do the screens show for `Cc1c(CNC(=O)C2CCC(=O)N(CCc3ccccc3)C2)cnn1C` (centres undefined)?
H1N1 NS1A inhibition: 10%; inhibitors of VEEV: inactive; tuberculosis growth: -3%; PhoP GFP inhibition: 4%; M. tuberculosis HTS: -4%

How did CCN1C(=O)C(C(=O)c2ccccc2)SC1=S (centres undefined) do in these assays?
H1N1 NS1A inhibition: -5%; inhibitors of VEEV: 1.3%; tuberculosis growth: 25%; PhoP GFP inhibition: -2%; M. tuberculosis HTS: -10%

Results for Cc1cc(C)cc(NS(=O)(=O)c2ccc(F)cc2)c1 ?
H1N1 NS1A inhibition: 3%; inhibitors of VEEV: 0.1%; tuberculosis growth: 0%; PhoP GFP inhibition: 14%; M. tuberculosis HTS: -3%

How did O=C1c2ccccc2C(=O)N1CCCCN(C(=O)c1cc([N+](=O)[O-])cc([N+](=O)[O-])c1)c1ccc(Cl)cc1 do in these assays?
H1N1 NS1A inhibition: 19%; inhibitors of VEEV: inactive; tuberculosis growth: inconclusive; PhoP GFP inhibition: -6%; M. tuberculosis HTS: inconclusive

Results for Cc1cc2cc3c(=O)[nH]c(=O)[nH]c3nc2cc1C ?
tuberculosis growth: 12%; PhoP GFP inhibition: -12%; M. tuberculosis HTS: 5%

Results for CC1=CC2(O)OCCN(CCO)C2=CC1=O (centres undefined) ?
H1N1 NS1A inhibition: -8%; inhibitors of VEEV: 1.3%; tuberculosis growth: 18%; PhoP GFP inhibition: 13%; M. tuberculosis HTS: -6%

How did CC(C)Oc1cccc(C(=O)Nc2ccccc2N2CCOCC2)c1 do in these assays?
H1N1 NS1A inhibition: -14%; inhibitors of VEEV: 0.7%; tuberculosis growth: 29%; PhoP GFP inhibition: 4%; M. tuberculosis HTS: 4%

How did COc1ccc(-n2nnnc2SCC(=O)c2ccc(OC)c(OC)c2)cc1 do in these assays?
H1N1 NS1A inhibition: -18%; inhibitors of VEEV: 0.7%; tuberculosis growth: 11%; PhoP GFP inhibition: -11%; M. tuberculosis HTS: -2%

Results for COc1ccccc1NC(=O)CSc1nnnn1-c1ccc(F)cc1 ?
H1N1 NS1A inhibition: 2%; inhibitors of VEEV: 0.6%; tuberculosis growth: inconclusive; PhoP GFP inhibition: 2%; M. tuberculosis HTS: 1%

Results for Cc1ccc(N=c2sc(C)c(C)n2C)cc1 ?
H1N1 NS1A inhibition: -2%; inhibitors of VEEV: inactive; tuberculosis growth: 22%; PhoP GFP inhibition: 1%; M. tuberculosis HTS: -5%

How did Cc1[nH]c(C)c(S(=O)(=O)NCc2ccc(F)cc2)c1C(=O)N1CCCC1 do in these assays?
H1N1 NS1A inhibition: 9%; inhibitors of VEEV: 0.0%; tuberculosis growth: -9%; PhoP GFP inhibition: 0%; M. tuberculosis HTS: -6%

Results for CCCCn1c(N)c(N(CCOC)C(=O)c2cc(-c3ccc(C)cc3)nc3ccccc23)c(=O)[nH]c1=O ?
H1N1 NS1A inhibition: -13%; inhibitors of VEEV: 2.2%; tuberculosis growth: 34%; PhoP GFP inhibition: -6%; M. tuberculosis HTS: 3%

How did O=C(NC1CS(=O)(=O)CC1NCc1ccco1)c1ccccc1 (centres undefined) do in these assays?
H1N1 NS1A inhibition: 8%; inhibitors of VEEV: 0.2%; tuberculosis growth: -11%; PhoP GFP inhibition: -23%; M. tuberculosis HTS: -5%

Results for Cc1ccc(C)c(NC(=S)NC(C)C(c2cccs2)N2CCOCC2)c1 (centres undefined) ?
H1N1 NS1A inhibition: -9%; inhibitors of VEEV: 1.6%; tuberculosis growth: -10%; PhoP GFP inhibition: 1%; M. tuberculosis HTS: -15%; inhibitors of VEEV 10K pilot screen: 0.0

Results for CCN(CC)CCCNC(=O)c1ccc2c3n(nc2c1)-c1ccc(Cl)cc1CO3 ?
H1N1 NS1A inhibition: 3%; inhibitors of VEEV: 2.3%; tuberculosis growth: -8%; PhoP GFP inhibition: -2%; M. tuberculosis HTS: -3%

Molecules above containing a thiophene ring, fused or not (4):
What do the screens show for `CNC(=O)CSc1nnc(-c2cccs2)o1`?
H1N1 NS1A inhibition: -2%; inhibitors of VEEV: 3.1%; tuberculosis growth: 4%; PhoP GFP inhibition: -3%; M. tuberculosis HTS: -5%

What do the screens show for `CCOC(=O)c1c(NC(=O)CSc2nnc(C)c(=O)[nH]2)sc(C)c1C`?
tuberculosis growth: -4%; PhoP GFP inhibition: -8%; M. tuberculosis HTS: -10%

Results for Cc1ccc(C)n1-c1nccc(-c2cccs2)n1 ?
H1N1 NS1A inhibition: 4%; inhibitors of VEEV: 2.2%; tuberculosis growth: 9%; PhoP GFP inhibition: 4%; M. tuberculosis HTS: 2%

Results for Cc1ccc(C)c(NC(=S)NC(C)C(c2cccs2)N2CCOCC2)c1 (centres undefined) ?
H1N1 NS1A inhibition: -9%; inhibitors of VEEV: 1.6%; tuberculosis growth: -10%; PhoP GFP inhibition: 1%; M. tuberculosis HTS: -15%; inhibitors of VEEV 10K pilot screen: 0.0
